SNCA expr inh = inhibitors of alpha-synuclein (SNCA) gene expression; HEK-293 SNCA-luciferase knock-in, luminescence, 24 h; Potency, µM (titrated, usually from 57.2 µM), for inactives: at the highest dose activity change, negative = inhibition, most hits filed as inhibitors; actives 0.17% (n = 140,000); AID 1671194;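 also: potency is read from the fitted curve at half-maximal effect; plate controls were DMSO cells for no effect and cell-free wells for full effect; nearly all actives have a fitted effect of over 45% in size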
Luciferase inh = Photinus pyralis luciferase inhibition; actives 2.5% (n = 76,000); P08659; Potency, µM (titrated, usually from 115 µM), for inactives: top-dose activity change, negative = inhibition, hits mostly inhibitors; purified P. pyralis luciferase, luminescence, biochemical; also: potency is read from the fitted curve at half-maximal effect; nearly all actives have a fitted effect of over 65% in size
Target sequence (P08659 whole entry, looked up): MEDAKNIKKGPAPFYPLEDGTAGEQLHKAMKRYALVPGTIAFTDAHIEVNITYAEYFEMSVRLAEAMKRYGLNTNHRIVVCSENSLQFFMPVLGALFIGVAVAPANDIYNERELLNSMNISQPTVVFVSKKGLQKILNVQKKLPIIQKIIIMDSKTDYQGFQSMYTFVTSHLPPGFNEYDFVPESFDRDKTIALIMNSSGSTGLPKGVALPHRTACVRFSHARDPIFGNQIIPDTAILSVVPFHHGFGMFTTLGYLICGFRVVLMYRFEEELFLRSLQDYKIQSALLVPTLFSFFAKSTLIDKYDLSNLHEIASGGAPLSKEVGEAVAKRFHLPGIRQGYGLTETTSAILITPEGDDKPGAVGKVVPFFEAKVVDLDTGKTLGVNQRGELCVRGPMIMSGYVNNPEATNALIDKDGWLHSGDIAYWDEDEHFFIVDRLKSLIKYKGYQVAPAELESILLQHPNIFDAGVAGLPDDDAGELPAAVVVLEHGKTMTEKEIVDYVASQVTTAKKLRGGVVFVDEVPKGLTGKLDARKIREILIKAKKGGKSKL
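Inhibitors were tested against purified firefly luciferase in a biochemical, low-substrate format (both substrates at 10uM) and luminescence measured with a CCD imager.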
HEK293 viab = counter-screen for SNCA expression inhibitors: cell viability; Potency, µM (highest dose often 57.1 µM), for inactives: top-dose activity change, negative = cytotoxicity, most hits filed as cytotoxic; AID 1671193; HEK-293-SNCA-luc viability, GF-AFC fluorescence, 24 h; actives 0.12% (n = 150,000);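 also: potency is read from the fitted curve at half-maximal effect; 0% = DMSO-treated cells and -100% = medium-only wells without cells; nearly all actives have a fitted effect of over 30% in size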
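HEK-293-SNCA-luc cells (1500/well) plated 24 h, then exposed 24 h to a dilution series; GF-AFC added 30 min at 37C, fluorescence 405/540 nm; normalised to medium-only and DMSO wells, Hill fit.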
GPT2 inhibitor = GPT2 alanine aminotransferase inhibition | Potency, µM (highest dose often 57.7 µM), for the others: at the highest dose activity change, negative = inhibition, usual class: inhibitors | actives 0.25% (n = 100,000) | Recombinant GPT2, coupled pyruvate oxidase/HRP Amplex Red fluorescence | Q8TD30; also: potency is read from the fitted curve at half-maximal effect; nearly all actives have a fitted effect of over 60% in size; many of its hits are not listed in these tables
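Inhibition is scored from Amplex Red fluorescence generated when pyruvate oxidase and HRP act on pyruvate released by GPT2. Reactions contain 10ng/uL enzyme, 250uM a-KG and 2mM L-alanine and run 30 min at room temperature.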
HEK cytotox = cytotoxic compounds in HEK 293 cells; Potency, µM (highest dose often 115 µM), for inactives: at the highest dose activity change, negative = cytotoxicity, most hits filed as inhibitors; HEK 293 viability, ATP luminescence (CellTiter-Glo), 48-72 h; actives 6.6% (n = 94,000); also: potency is read from the fitted curve at half-maximal effect; nearly all actives have a fitted effect of over 60% in size
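Luminescence from cellular ATP, measured with CellTiter-Glo, indicates HEK 293 viability. Cells plated at 250 cells/well are treated with compound for 48 or 72 hr at 37 degree Celsius before reagent addition.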
NIH3T3 tox = cytotoxic compounds in NIH 3T3 cells; AID 1345082; NIH 3T3 viability, CellTiter-Glo ATP luminescence, 48-72 h; actives 4.3% (n = 94,000); Potency, µM (titrated, usually from 96.7 µM), inactives show at the top dose activity change, negative = cytotoxicity, usual class: inhibitors; also: potency is read from the fitted curve at half-maximal effect; nearly all actives have a fitted effect of over 55% in size
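Cells were seeded at 400 per well, treated with pin-transferred compound, and kept 48 or 72 hr at 37 °C before CellTiter-Glo addition and luminescence imaging of cellular ATP.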
IP6K1 inhibitor = inhibitors of human IP6K1; Q92551; IP6K1 kinase, ADP-Glo luminescence, 2 h; active compounds read low; activity change, % (series mostly up to about 58 µM); actives 0.81% (n = 140,000); in the data active = activity change below about -25%
Target sequence (Q92551 whole entry, looked up): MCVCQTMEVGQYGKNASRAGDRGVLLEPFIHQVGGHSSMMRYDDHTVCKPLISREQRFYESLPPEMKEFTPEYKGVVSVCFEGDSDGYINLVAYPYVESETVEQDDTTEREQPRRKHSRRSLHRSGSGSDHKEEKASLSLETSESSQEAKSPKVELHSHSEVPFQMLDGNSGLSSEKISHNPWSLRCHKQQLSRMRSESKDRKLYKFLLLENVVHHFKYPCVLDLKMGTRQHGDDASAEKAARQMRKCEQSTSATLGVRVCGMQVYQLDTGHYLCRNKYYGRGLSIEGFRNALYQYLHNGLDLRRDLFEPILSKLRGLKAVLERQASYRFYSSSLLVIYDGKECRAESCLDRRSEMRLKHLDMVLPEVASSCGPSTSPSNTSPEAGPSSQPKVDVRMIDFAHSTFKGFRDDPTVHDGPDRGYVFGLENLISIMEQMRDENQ
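ADP-Glo luminescence measures ADP made by human IP6K1 during a 2 h RT reaction with ATP/IP6 (mix at 1.3 mM/130 uM); top library doses 57.5 and 19.1 uM final.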
Starred values were filed as active, the others as inactive; i = inactive; ? = inconclusive; · = no result given; & = joins results of further samples; [ ] = remark or other dose. Unless noted, calls follow the shape of the dose curve; as a rule, active = well fitted curve in the direction sought with a large enough effect; inconclusive = small, poorly fitted or top-dose-only effect, or another doubt; inactive = no such curve, though single readings can be large; an effect the other way counts as inactive or inconclusive. Unless noted, % is scaled to controls: 0 for no effect and ±100 for the full control effect.

SMILES	SNCA expr inh	Luciferase inh	HEK293 viab	GPT2 inhibitor	HEK cytotox	NIH3T3 tox	IP6K1 inhibitor
O=C(CN1C(=O)NC2(CCS(=O)(=O)CC2)C1=O)Nc1ccc(F)cc1F	-24%	0%	3%	i	9%	i	0
COc1cc(NC(=O)Cn2nnc(-c3ccc(C(F)(F)F)cc3)n2)c(C(=O)O)cc1OC	1%	·	5%	·	·	·	1
CC[C@H]1CN(C(=O)Nc2cccc(C(F)(F)F)c2)CC[C@H]1CC(=O)N[C@@H](CO)CC(C)C	4%	-1%	-5%	-7%	-22%	?	5
CC(=O)O[C@@H]1C[C@@]23C[C@@]24CC[C@H](OC2OC[C@@H](O)[C@H](O)[C@H]2O)C(C)(C)[C@@H]4CC[C@H]3[C@]2(C)CC3OC4(C[C@@H](C)C3[C@@]12C)OCC1(C)OC14 (stereo not given in full)	·	·	1%[23.9 µM]	0%[17.1 µM]	·	·	-1
CCC1CCCCN1CCNC(=O)c1cc2c(s1)CN(C1CCCC1)C2 (stereo not given)	35%	?	4%	i	?	?	25
COCc1cc(Cn2cc(-c3cncnc3)nn2)[nH]n1	3%	-2%	5%	i	4%	0%	0
Cn1c(CCNC(=O)CC2CCOC3(CCN(S(C)(=O)=O)CC3)C2)nc2ccccc21 (stereo not given)	3%	-4%	3%	-2%	2%	-16%	2
O=C(NCc1ccc(Cl)cc1)C1CC(=O)N(c2n[nH]c3cccc(F)c23)C1 (stereo not given)	10%	0%	11%	1%	9%	i	-14
CC(C)C1=NOC2(CCN(Cc3ccc(Cl)cc3)CC2)C1	-24%	·	0%	1%	?	-31%	12
O=C(Cc1ccccn1)N1CCC(C(=O)N2CCC(c3nc4ncccc4[nH]3)CC2)C1 (stereo not given)	67%[activator]	·	13%	i	?	-1%	17
O=C(NCc1ccccc1Cl)c1ccc2c(c1)nnn2C1CCCC1	129%[activator]	·	-5%	·	·	·	14
CC1=C(C(=O)OC(C)C)C(c2cccs2)N2C(CC(=O)NC3CC3)=CSC2=N1 (stereo not given)	-20%	-10%	?	i	?	?	6
COC(=O)[C@H](Cc1ccc(OC)cc1)NC(=O)[C@@H]1CN(C(=O)c2cccc(F)c2)CCN1C(=O)C1CCNCC1	7%	9%	-1%	i	i	i	3
Cc1ccc(C(=O)N2CCC(C(=O)N3CCC(c4ccccc4)CC3)CC2)cc1	-9%	·	1%	i	?	?	25
COc1ccccc1Cn1c(=O)c(C(=O)N2CCC(c3ccccc3)CC2)nc2cccnc21	-24%	·	-16%	4%	?	?	4
CC(C)C1c2nccn2CCCN1C(=O)c1ccc(C#N)cc1 (stereo not given)	-25%	1%	3%	3%	1%	-13%	4
Cc1noc(C)c1CC(=O)NC1CCc2nn(C)c(=O)n2CC1 (stereo not given)	-20%	1%	-3%	i	i	i	-18
CN(C)C[C@@H]1CN(c2ccncn2)C[C@H]1NC(=O)COc1ccccc1	-8%	0%	-6%	-4%	5%	-1%	-6
CCOC(=O)c1cc(S(=O)(=O)N(C)c2ccccc2)[nH]n1	0%	·	0%	·	·	·	4
Cc1ccc(C(=O)NCC(=O)N2CCCCCCNC(=O)CC2c2ccccc2)s1 (stereo not given)	?	5%	-7%	1%	-22%	-14%	10
COc1cccc(CN2CC(O)CN([S+](=O)([O-])c3ccc(C)cc3)CC2=O)c1OC (stereo not given)	·	·	·	·	?	-28%	2
C=CC1(C)C=C2C(=O)OC(=O)C3=C(CCCC3(C)C)C2(O)CC1 (stereo not given)	·	·	-11%	i	·	·	-10
CCOC(=O)c1ccc(NC(=O)c2c(N3CCCC3=O)c3cc(OC)ccc3n2C)cc1	15%	·	-13%	·	·	·	8
O=C(NCc1ccc(F)c(F)c1)c1ccc2nc(-c3ccccn3)oc2c1	64%[activator]	·	8%	i	?	?	-3
CCc1ccc(CNC(=O)c2ccc(-c3nc(CSc4ccc(C)cc4)c(C)o3)cc2)cc1	-9%	·	-1%	·	·	·	-7
Cc1ccccc1CC(=O)N(C)CC1CCOCC1	1%	2%	1%	-28%	-2%	-2%	6
CCN(c1ccc(Cl)cc1)S(=O)(=O)c1nnc(NC(=O)C(C)C)s1	6%	·	7%	·	·	·	-1
CCOC(=O)c1cc(-c2ccc(F)cc2)n(CCC(=O)Nc2cc(OC)cc(OC)c2)c1C	-2%	·	-6%	·	·	·	3
CSc1ccc(-c2cccc(CN)c2)cc1	-28%[87.6 µM]	·	?	1%[88.5 µM]	?	25µM*	1
Cc1ccc(CNC(=O)c2cc3c(s2)CCN(C(=O)c2ccccc2)C3)cc1	?	-12%	-5%	-18%	?	?	-6
OC1C(O)C(O)C(O)C(O)C1O (stereo not given)	-11%[25.6 µM]	·	15%[23.9 µM]	2%	·	·	4
Cc1ccccc1C(=O)N1CCCN(C)c2ccccc21	-8%	2%	6%	i	?	?	-4
O=C(CN1C(=O)COc2ccc(S(=O)(=O)N3CCOCC3)cc21)NCc1ccc(F)cc1	4%	·	-6%	·	·	·	-3
CC(=O)N1CC2(CCN(C(=O)CCC(=O)O)CC2)Cc2ccccc21	-3%	·	-5%	-28%	i	-1%	-8
O=C(c1cnccn1)N1CCC(c2nc(C3CC3)no2)C1 (stereo not given)	27%	-3%	17%	2%	-4%	i	6
O=C1COc2ccc(N3CCOCC3)nc2CN1CCOc1ccccc1	5%[87.6 µM]	-26%[172 µM]	-7%[87.6 µM]	-35%[88.5 µM]	?	?	3
CC(C)C(=O)N1CCCC(c2nn(C)c(=O)n2-c2ccccc2)C1 (stereo not given)	22%	9%	7%	-4%	12%	i	8
COc1nccnc1NC1CCN(C(=O)c2c[nH]c3ccccc23)CC1	0%	-2%	-4%	-6%	-24%	-20%	-3
O=C(NCc1cc2n(n1)CCNC2)c1ccc2c(c1)ncn2CCO	-17%	-3%	-2%	-1%[11.5 µM]	1%	-11%	-13
CN(C)CC(C)(C)CNc1nn2c(-c3ccccc3)nnc2cc1C1CCC1	-2%	·	-10%&7%	-30%	·	·	-4
Cc1ccc(CNC(=O)CN2C(=O)C3(SCC(=O)N3c3cc(C)cc(C)c3)c3ccccc32)cc1 (stereo not given)	?	·	-13%	·	·	·	-2
CN1C[C@@H](NS(=O)(=O)c2ccccc2)C[C@H]1c1nc(Cc2ccccc2)no1	0%[87.6 µM]	-1%[172 µM]	-4%[87.6 µM]	-6%[88.5 µM]	?	?	-13
Cc1ccccc1C(=O)Nc1nc(-c2nnn(-c3ccc(C(C)C)cc3)c2C)ns1	-6%	·	5%	·	·	·	3
O=C(Cc1ccc(F)cc1)Nc1ccc2ncnc(N3CCCCC3)c2c1	-22%	3%	-28%	-9%	?	35µM*	24
O=C(COc1ccccc1)N1CC(c2nnc(-c3ccncc3)o2)C2(CCOCC2)C1 (stereo not given)	10%	-6%	-2%	-25%	-16%	-18%	7

Retrieved one by one from the list above, 5 records:
SMILES	SNCA expr inh	Luciferase inh	HEK293 viab	GPT2 inhibitor	HEK cytotox	NIH3T3 tox	IP6K1 inhibitor
Cc1ccc(CNC(=O)c2cc3c(s2)CCN(C(=O)c2ccccc2)C3)cc1	?	-12%	-5%	-18%	?	?	-6
Cc1ccc(C(=O)NCC(=O)N2CCCCCCNC(=O)CC2c2ccccc2)s1 (stereo not given)	?	5%	-7%	1%	-22%	-14%	10
COc1ccccc1Cn1c(=O)c(C(=O)N2CCC(c3ccccc3)CC2)nc2cccnc21	-24%	·	-16%	4%	?	?	4
COC(=O)[C@H](Cc1ccc(OC)cc1)NC(=O)[C@@H]1CN(C(=O)c2cccc(F)c2)CCN1C(=O)C1CCNCC1	7%	9%	-1%	i	i	i	3
CCOC(=O)c1ccc(NC(=O)c2c(N3CCCC3=O)c3cc(OC)ccc3n2C)cc1	15%	·	-13%	·	·	·	8

Following part
SMILES	SNCA expr inh	Luciferase inh	HEK293 viab	GPT2 inhibitor	HEK cytotox	NIH3T3 tox	IP6K1 inhibitor
COc1ccc(NC(=O)COc2ccc(S(=O)(=O)NC3CCCCC3)cc2)cc1OC	-20%	·	12%	·	·	·	-8
Cc1ccc(CNC(=O)c2c(C)oc3nc(C)nc(N4CCOCC4)c23)cc1	89%[activator]	·	-21%	·	·	·	7
c1cncc(-c2nnc3n2CCN(CC2CCCCC2)C3)c1	42%&5%[activator][87.6 µM]	-2%&-1%[172 µM]	-3%&3%[87.6 µM]	-5%[88.5 µM]	-3%[172 µM]	-23%&-19%[138 µM]	3&12
COc1ccc(NC(=O)CSc2nc3ccccc3nc2N2CCC(C)CC2)cc1	56%[activator]	·	-8%	·	·	·	-1
C=C1CCC2C(C)(C)C(O)CCC2(C)C1CCC(C)CCO (stereo not given)	·	·	1%	1%[27.3 µM]	·	·	-30*
Cc1ccc(C(=O)N2CCCN(c3cc(-c4ccc(Cl)cc4)[nH]n3)CC2)s1	3%	?	-11%	?	?	?	5
CCCC(=O)N1CCC2(CC1)NCCc1c2[nH]c2ccccc12	-15%	-14%	-12%[12.5 µM]	i	-5%	-28%	2
Cc1cc(=O)n(CC(=O)N2CCc3ccccc32)c(N2CCc3ccccc3C2)n1	9%	0%	1%	-11%	2%	i	23
CCc1ccc(C(=O)c2cn(CC(=O)Nc3cc(OC)cc(OC)c3)c3ccc(CC)cc3c2=O)cc1	11%	·	-3%	·	·	·	-13
COCc1cc(CNC(=O)c2ccc(C3CCNC3)cc2)[nH]n1 (stereo not given)	25%	7%	1%	i	i	?	12
COCCCNc1cc(-c2cccs2)nc2c(C)noc12	23%[87.6 µM]	9%[172 µM]	6%[87.6 µM]	?	?	?	-10
O=C(C1CC1)N1C[C@@H]2OCC(=O)N(Cc3ccncc3)[C@@H]2C1	14%[87.6 µM]	2%[172 µM]	-11%[87.6 µM]	-21%[88.5 µM]	i	2%[138 µM]	12
Cc1cnc(-c2ccccc2)n1C1CCN(C(=O)c2ccco2)CC1	21%	-4%	-5%	i	-4%	-13%	26
COc1ccc(C(=O)N2CCN(C(=O)COc3ccc(Br)cc3)CC2)cc1OC	57%[activator]	·	-3%	·	·	·	27
COCCOc1ccc2c(n1)CCN(C(=O)CCn1nc(C)cc1C)C2	-12%	-7%	3%[12.5 µM]	-4%	11%	i	6
Cc1ccccc1-c1[nH]nc2ncc(-c3ccccc3O)nc12	-26%[87.6 µM]	-23%[172 µM]	-27%[87.6 µM]	2%[88.5 µM]	63µM*	?	25
CN(C)C(=O)C1CN(C(=O)c2cccc(Cl)c2)CC12CCOCC2 (stereo not given)	-18%	4%	-2%	i	i	i	1
CCn1ccnc1CN1CCN(C2CCCCC2)C(CCO)C1 (stereo not given)	1%	-6%	-17%	?	-10%	-12%	-6
N#CC1CCN(C(=O)C2CN(c3ccc(F)cc3)C(=O)N2)CC1 (stereo not given)	-8%[87.6 µM]	0%[172 µM]	-8%[87.6 µM]	i	1%[172 µM]	-11%[138 µM]	15

High-throughput results: PubChem BioAssay, National Center for Advancing Translational Sciences (NCATS)

These rows are one share of the data, so the mix of outcomes need not match the whole.
